GC-A act: GC-A (human) enzyme activation | P16066 | HEK293 GC-A cells, cGMP TR-FRET, EC30 ANP; 0% at EC30 ANP, 100% saturating ANP | activation, % at 10 µM | 0.14% of 370,000 active; in the data active = activation above about 40%
ASAP1 inh: ASAP1 ArfGAP inhibition; Q9ULH1; inhibition, % at 16.5 µM; ASAP1-stimulated ARF1 GTP hydrolysis, GDP FP detection; 0.19% of 360,000 active; in the data active = inhibition above about 25%;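 note: 0% = vehicle with enzyme and substrate and 100% = no enzyme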
NPR2 activator: GC-B (human) receptor activation | HEK293-GC-B cells, CNP EC30, cGMP TR-FRET; 0% at EC30 CNP, 100% saturating CNP | activation, % at 10 µM | 0.11% of 370,000 active;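 active = activation at 10 µM reaching about 35% in either raw or pattern-adjusted values, limit read from the data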
KLK7 zymogen act: activates the human kallikrein-7 zymogen; purified proKLK7, EDANS-DABCYL substrate fluorescence; 100% is mature enzyme control, 0% vehicle; 0.9% of 370,000 active; AID 652039; activation, % at 7 µM;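 active = activation above the mean of all tested compounds plus 3 SD, computed per campaign excluding outliers beyond control limits, cut at about 13% in these data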
Target sequence (P49862 whole entry, looked up): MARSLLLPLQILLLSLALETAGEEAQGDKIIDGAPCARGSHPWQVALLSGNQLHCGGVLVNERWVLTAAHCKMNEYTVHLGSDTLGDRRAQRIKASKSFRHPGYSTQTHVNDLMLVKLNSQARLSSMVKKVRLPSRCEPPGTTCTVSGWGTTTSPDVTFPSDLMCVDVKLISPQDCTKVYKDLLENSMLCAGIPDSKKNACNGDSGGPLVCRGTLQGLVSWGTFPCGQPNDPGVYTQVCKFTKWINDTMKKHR
ARFGAP1 inhibitor: rat ARFGAP1 inhibition; AID 651572; Arfgap1-stimulated ARF1 GTP hydrolysis, GDP FP detection; 0.26% of 360,000 active; inhibition, % at 16.5 µM;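 active = inhibition above a per-plate limit, mean inhibition of low control wells plus 3 SD, cut at about 25% in these data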;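 note: 0% = DMSO wells with enzyme and 100% = wells lacking Arfgap1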
Target sequence (Q62848 1-136 limits assumed): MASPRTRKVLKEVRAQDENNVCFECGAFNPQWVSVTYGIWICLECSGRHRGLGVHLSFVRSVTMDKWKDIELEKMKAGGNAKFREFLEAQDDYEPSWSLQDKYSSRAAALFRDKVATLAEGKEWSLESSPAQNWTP
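system = rat Arfgap1 catalytic domain, aa 1-136 | technique = FP, GDP Alexa 633 tracer displaced from anti-GDP antibody, 620/688 nm | compound = one concentration, 16.5 µM, DMSO 1.26% | medium = HEPES-based buffer, pH 7.5 | timing = compound-enzyme preincubation 20 min, reaction 120 min, detection 60 min, 25 °C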
HGIII-sPLA2 inh: Blocks human group III sPLA2 activity; QFRET BODIPY PC-A2 liposome hydrolysis, fluorescence; inhibition, % at 12.2 µM; 0.56% of 370,000 active; AID 743126;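 active = inhibition above mean plus 3 SD of compounds lying within the high and low control bounds, cut at about 19% in these data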;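 note: 0% = median of test compound wells and 100% = no enzyme DMSO wells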
FXN GAA850 act: increases GAA850 frataxin promoter reporter activity; HEK293 lucGAA850 FXN promoter luciferase reporter, 24 h; percent of 10 µM SAHA response; activation, % at 6 µM; 0.56% of 360,000 active; AID 540364;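 active = activation above the average of all compounds screened plus 3 SD, cutoff fixed separately per campaign, cut at about 7.5% in these data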;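 note: 0% = DMSO wells and 100% = 10 µM SAHA wells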
ADAM10 inh: ADAM10 inhibition, QFRET primary screen. recombinant ADAM10, EDANS/DABCYL FRET peptide cleavage, 3 h. inhibition, % at 7 µM. 0.62% of 370,000 active. AID 720582;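 active = inhibition above a per-campaign cutoff equal to the mean of compounds falling between control-based bounds plus 3 SD, cut at about 20% in these data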;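 note: 0% = DMSO wells while the 100% control is not disclosed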
Tn6 DDE FP: inhibitors of Tn6 peptide binding to human fibrin DD(E); P02675; Fibrin DD(E) TRITC-Tn6 fluorescence polarization displacement; 0.21% of 370,000 active; inhibition, % at 8.3 µM;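 active = inhibition above a per-campaign cutoff: mean of compounds within control limits plus 3 SD, cut at about 15% in these data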;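 note: 0% = median of all compound wells on the plate and 100% = blocking peptide control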
Target sequence (P02675 whole entry, looked up): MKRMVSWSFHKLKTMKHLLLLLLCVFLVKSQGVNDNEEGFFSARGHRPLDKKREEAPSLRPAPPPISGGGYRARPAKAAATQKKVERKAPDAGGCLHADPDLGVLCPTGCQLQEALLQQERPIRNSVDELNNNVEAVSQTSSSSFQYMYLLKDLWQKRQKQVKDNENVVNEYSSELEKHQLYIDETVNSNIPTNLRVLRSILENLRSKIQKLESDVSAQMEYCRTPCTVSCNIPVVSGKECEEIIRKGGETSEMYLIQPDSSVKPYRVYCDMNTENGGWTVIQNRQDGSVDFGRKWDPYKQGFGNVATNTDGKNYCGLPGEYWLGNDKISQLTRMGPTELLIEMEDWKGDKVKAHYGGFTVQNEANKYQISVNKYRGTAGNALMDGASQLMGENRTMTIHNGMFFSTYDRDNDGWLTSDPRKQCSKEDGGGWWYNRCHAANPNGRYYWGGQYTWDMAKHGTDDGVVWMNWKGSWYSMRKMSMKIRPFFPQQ
rCAG binder: molecules binding r(CAG) RNA repeats; r(CAG) RNA repeat, TO-PRO-1 dye displacement fluorescence; 1.3% of 370,000 active; inhibition, % at 3 µM; AID 651821;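 active = inhibition above the plate cutoff, the mean of all test compounds on that plate plus 3 SD, cut at about 35% in these data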;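 note: 0% = DMSO alone and 100% = 100 µM mitoxantrone as full dye displacement; higher means more dye released from RNA so lower well fluorescence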
Numbers without * were called inactive; i = inactive; . = not tested or not shown.

SMILES	GC-A act	ASAP1 inh	NPR2 activator	KLK7 zymogen act	ARFGAP1 inhibitor	HGIII-sPLA2 inh	FXN GAA850 act	ADAM10 inh	Tn6 DDE FP	rCAG binder
O=C1NC(c2ccc(Br)cc2)Nc2sc3c(c21)CCC3 (stereo not given)	2	1	-9	0.0	3	-8	-0.8	-49	1	18
COCCCNC(=O)CC(NS(=O)(=O)c1ccc(Cl)cc1)c1ccc(OC)cc1 (stereo not given)	2	9	-3	-0.2	-6	1	-3.4	4	4	1
CC(C)(C)c1ccc(OCCC(=O)NNC(=O)c2ccncc2)cc1	0	-4	1	-0.6	7	-2	-0.9	-11	-3	-2
CCN(C[C@H]1N[C@@](Cc2ccccc2)(C(=O)OC)[C@H]2C(=O)N(Cc3ccccc3)C(=O)[C@@H]12)S(=O)(=O)c1ccc(F)cc1	-2	7	-2	-0.2	-1	-11	-3.8	9	-6	7
CC(C)C[C@H](NC1(C(=O)NC2CCCCC2)CCOCC1)C(=O)NCC(c1ccccc1)c1ccccc1	-4	.	-6	.	.	9	.	-10	3	.
O=C(Nc1nc2c(F)cccc2s1)C1CC1	29	3	2	-0.8	-7	8	-0.8	-14	0	1
N#C/C(=N\O)c1nc2ccccc2[nH]1	6	2	3	0.1	2	-19	3.0	-5	3	3
Cc1cc(NC(=O)CSc2nc3c(c(-c4cccnc4)c2C#N)CCC3)no1	-7	-4	-4	0.7	3	2	3.6	-2	2	2
CCN(CCCNC(=O)c1[nH]c(C)c(C(C)=O)c1C)c1cccc(C)c1	-3	19	0	0.2	5	-3	-0.5	-3	-6	-4
CN(C)c1ccc(-c2noc(C3CCN(S(=O)(=O)c4cccc(Cl)c4)CC3)n2)cc1	-1	3	3	-0.7	-1	1	-0.7	3	-5	2
COc1ccc(OC)c(NC(=S)NCc2ccccc2OC)c1	-1	-6	-4	1.0	0	8	2.6	-4	12	-3
CC(=O)c1ccc(Cc2ccc(C(C)=O)s2)s1	-6	4	1	-0.2	-7	9	4.1	-23	7	3
COc1ccc(S(=O)(=O)NCC(=O)Nc2ccc(F)cc2)cc1	1	-6	-3	0.0	-12	6	0.8	-12	0	1
CC(NC(=O)c1ccc(=O)oc1)c1ccccc1 (stereo not given)	-1	0	0	1.5	3	2	4.7	-41	-5	1
Cc1ccc(CON=C2CCN(c3ncc(C(F)(F)F)cc3Cl)CC2)cc1	3	-1	3	-0.2	-5	7	-0.9	-15	1	5

Some of these compounds in order of SMILES length, low to high.
SMILES	GC-A act	ASAP1 inh	NPR2 activator	KLK7 zymogen act	ARFGAP1 inhibitor	HGIII-sPLA2 inh	FXN GAA850 act	ADAM10 inh	Tn6 DDE FP	rCAG binder
CC(=O)c1ccc(Cc2ccc(C(C)=O)s2)s1	-6	4	1	-0.2	-7	9	4.1	-23	7	3
COc1ccc(S(=O)(=O)NCC(=O)Nc2ccc(F)cc2)cc1	1	-6	-3	0.0	-12	6	0.8	-12	0	1
CC(C)(C)c1ccc(OCCC(=O)NNC(=O)c2ccncc2)cc1	0	-4	1	-0.6	7	-2	-0.9	-11	-3	-2

Additional compounds
SMILES	GC-A act	ASAP1 inh	NPR2 activator	KLK7 zymogen act	ARFGAP1 inhibitor	HGIII-sPLA2 inh	FXN GAA850 act	ADAM10 inh	Tn6 DDE FP	rCAG binder
CCCOc1cccc(C2C(C(=O)c3ccco3)=C(O)C(=O)N2c2nnc(C)s2)c1 (stereo not given)	6	-7	-2	0.1	-12	-9	4.3	-5	-5	4
COCCNC(=O)C1CCC(=O)N(c2ccc(OC)cc2)C1c1ccc(OC)c(OC)c1 (stereo not given)	0	-10	2	0.3	-1	3	-1.0	-4	1	-1
O=C(Nc1ccc2c(c1)OCCO2)C(C1CC1)N1CCN(C/C=C/c2ccccc2)CC1 (stereo not given)	1	-7	-5	0.9	-4	-13	.	-4	10	4
Cc1ccn(CCC(=O)O)n1	0	5	2	-0.5	5	2	-1.2	-7	0	-2
O=C(CC(C(=O)O)c1ccc(Cl)cc1Cl)c1ccc(Cl)cc1 (stereo not given)	2	-3	-3	0.2	-4	-11	-0.5	5	5	41*
CCC(c1nnnn1-c1ccc2c(c1)OCCO2)N1CCN(c2ccc(OC)cc2)CC1 (stereo not given)	0	-7	2	0.2	12	14	.	-9	8	1
CCC(=O)Nc1ccc(S(=O)(=O)Nc2ncccn2)cc1	0	-6	1	0.4	-2	1	-1.9	2	-7	2
COc1cc(C)c(C(C)C)cc1S(=O)(=O)NC1CC(C)(C)NC(C)(C)C1	2	5	-1	-0.3	-15	1	-0.2	3	-6	0
Cc1cc(C)c2cc(C#N)c(NCCNC(=O)c3ccccn3)nc2c1	1	5	0	0.2	-4	2	.	-79	9	1
COc1ccc(C(=O)OCC(=O)Nc2cc(C)on2)cc1S(=O)(=O)N1CCOCC1	1	-5	3	0.2	-6	0	0.1	7	3	3
COc1ccc(CCNC(=O)C2CCN(S(=O)(=O)c3ccc(F)cc3)CC2)cc1	1	-4	2	0.2	0	4	1.4	2	6	-2
CC(OC(=O)c1oc2ccccc2c1CSC1CCCCC1)C(=O)NC(N)=O (stereo not given)	-1	4	2	0.0	2	4	1.6	3	-5	0
CCC(C)(C)NC(=O)C(c1cccn1C)N(Cc1ccccc1)C(=O)Cn1nnc2ccccc21 (stereo not given)	-7	-7	-9	0.5	0	-14	2.1	4	3	-1
COC[C@@H]1CCCN1c1ccc2c(c1)O[C@H](C)CCN(C1CC1)S2(=O)=O	-1	.	1	-0.4	.	-5	.	-4	-7	1
COc1ccc(C(=O)NC(=S)N2CCN(c3ccccc3OC)CC2)cc1	-5	-11	0	0.9	9	17	2.7	6	-1	1
COC(=O)CC1=C(C)C(=O)CC2C(C)(C)CCCC12C (stereo not given)	2	15	-1	0.3	-2	-6	1.6	-7	-1	-5
COc1ccc(CNC(=O)c2ccc3c(=O)n(CCCN4CCCC4=O)c(=S)[nH]c3c2)cc1	2	-6	-4	-0.1	-5	8	-0.5	5	3	-1
CCOC(=O)C(=O)CC(=O)c1ccc2c(c1)OCCO2	3	3	-5	-0.1	3	3	0.2	-6	9	0
COc1ccc(OC)c(C2=NOC(C(=O)Nc3c(C)n(C)n(-c4ccccc4)c3=O)C2)c1 (stereo not given)	5	-1	-2	0.2	6	4	1.6	-27	-6	2
CCOc1cc(/C=C/c2cc(C(=O)O)c3ccccc3n2)ccc1O	3	5	0	-0.7	3	3	1.0	-4	4	-1
O=C(NCCCN1CCOCC1)C1CCN(S(=O)(=O)c2ccccc2)CC1	0	-4	-1	0.0	22	2	0.4	-3	9	-2
COc1ccc(C2C(C(C)=O)=C(O)C(=O)N2c2ccc(Br)cc2)cc1 (stereo not given)	3	9	-2	0.4	-9	-9	0.9	-3	-5	10
C[C@H]1CN=C2N(CCNC(=O)CCC3CCCCC3)[C@H](Cc3ccc(O)cc3)CN21	-1	7	-1	0.6	13	5	-0.9	-14	-4	7
N#Cc1ccc(CSc2nnc(-c3cccnc3)o2)cc1	-3	-4	0	0.3	-5	0	-1.1	-3	-9	-2
CC1(C(=O)NCc2cccnc2)CCN1C(=O)c1cccc(F)c1 (stereo not given)	2	-8	-1	0.2	6	-1	0.8	-4	-3	1
CC1(C)CC(=O)C2=C(C1)NCN(Cc1ccc3c(c1)OCO3)C2	1	6	-1	0.6	-5	0	-0.3	4	5	-4
CCOC(=O)C1CCN(C(=O)CN2C(=O)COc3ccc(C(C)(C)C)cc32)CC1	3	-5	5	0.1	-1	4	0.2	2	6	-11
COc1cccc2cc(C(=O)NCCc3ccccc3)c(=O)oc12	9	-9	-7	0.7	0	4	5.0	-3	8	-2
O=c1[nH]c(/C=C/c2cccc3ccccc23)nc2ccccc12	-1	11	-7	-30	3	-5	5.6	-2	5	2
COCCN(C(=O)COC(=O)Cc1cccc(OC)c1)c1c(N)n(Cc2ccccc2)c(=O)[nH]c1=O	1	2	4	0.7	7	-1	0.5	-2	-2	-3
Cc1ccccc1CN(c1ccc(C(=O)Nc2ccccc2C(=O)N2CCCC2)cc1)S(C)(=O)=O	5	7	0	0.4	8	-22	-7.9	-4	-7	-5
CCOC(=O)C1(CCOc2ccccc2)CCN(Cc2cccc(-n3cccn3)c2)CC1	-2	-3	1	0.7	-2	-6	-5.0	10	4	-6
O=C(CCC(=O)OCc1ccc([N+](=O)[O-])cc1)Nc1ccccc1Cl	-1	6	-1	-0.5	-1	-1	-1.3	-6	-6	-3
CC(=O)c1ccc(OCc2cc(C(=O)N3CCCCCCC3)no2)cc1	2	-13	7	-0.3	-3	-11	3.3	7	-3	-5
C[C@H]1COc2c3ccc(I)cc3nn21	2	.	-6	0.7	.	7	.	-7	0	1
c1ccc(CSc2nnc(-c3ccco3)n2Cc2ccccc2)cc1	-6	4	-1	-0.2	-6	-5	7.6	1	-6	-4
COc1ccc2c(c1)CC/C(=C\C=C\c1ccccc1OC)C2=O	2	10	2	-8.1	10	3	1.3	-11	-2	13
CCCn1nc2cc(C(=O)NCc3ccc(C)cc3)ccc2c1OC	1	-11	-1	-1.1	15	-2	0.1	i	2	-6
CC(=O)c1c(C)[nH]c(C(=O)OCn2nnc3ccccc3c2=O)c1C	2	9	2	0.4	6	2	0.5	3	10	0
COc1ccc(CNS(=O)(=O)c2ccc(NC(=O)N3CCCCC3)cc2)cc1	3	3	1	0.1	0	-5	-0.3	-7	6	0
CCc1nnc(SCC(=O)NCCC2=CCCCC2)nc1CC	7	1	-2	-0.3	-16	1	0.6	-15	6	-5
CC(=O)N1C(=S)NC(=O)/C1=C1/C(=O)N(CC(=O)Nc2cccc(C)c2)c2ccccc21	0	0	-6	-0.4	3	-8	1.6	-5	1	9
Cc1ccc(Nc2c(-c3ccccn3)nc3cc(C)ccn23)cc1	15	0	12	-1.2	2	2	1.6	-4	-3	-1
CCOc1ccc(CNc2ccc3c(c2)ncn3C)cc1	-5	7	-5	-0.3	-5	6	1.0	-27	-1	1
COCCCNC(=O)CN1C(=O)c2cccc3cccc1c23	6	9	1	3.4	-15	0	1.7	-75	7	0
O=C(NCc1ccncc1)c1cnccn1	-4	-10	4	-0.3	0	7	-3.0	9	-2	2
C[N+](C)(C)CCOP(=O)([O-])OC[C@H](O)CO	1	9	-4	0.3	10	0	-0.2	-11	-2	1
CC(C)(C)c1nc2c(s1)CCc1onc(-c3ccc(Cl)cc3)c1-2	-2	-14	-1	0.4	5	-1	0.4	4	-3	0
COc1ccc(Sc2nc(-c3ccccc3)ncc2OC)cc1	-17	2	-2	-0.3	17	5	2.2	-3	-1	0
OCC[C@@H]1C[C@H](O)[C@@H](O)[C@@]2(OCCCc3cc(Cl)ccc32)O1	-4	-7	-8	-0.3	-8	13	.	0	5	2
O=C(COC(=O)Cn1nnc(-c2ccccc2)n1)Nc1cc(F)ccc1F	12	-12	-3	0.0	5	7	0.6	-16	-2	0
O=C(O)c1ccc(/C=C/c2nc3sc4c(c3c(=O)[nH]2)CCC4)cc1	1	6	0	-5.6	-4	-1	-0.4	-27	-5	2
CC(=O)c1c(Nc2ccc3c(c2)OCCO3)oc(C)cc1=O	2	-5	0	0.2	13	6	-5.4	-5	1	5
CSCc1ccc(C(=O)NCC(c2cccs2)N2CCOCC2)cc1 (stereo not given)	-1	10	-4	0.6	-7	4	1.8	2	-3	-3
